Pol eta inh = DNA polymerase eta (human) inhibition; recombinant Pol eta, fluorescent DNA replication assay; Potency, µM (series often up to 114 µM), without a hit: top-dose activity change, negative = inhibition, actives largely listed as inhibitors; hit rate 1.2% among 390,000; Q9Y253; further: potency means the concentration at half of the fitted maximal effect; on the % scale 0 is the no-effect control and ±100 the full control effect
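Fluorescent replication assay: 50 nM final substrate added after a 15 min room-temperature compound preincubation with 10 nM enzyme. Signal taken at 0 min and again at 10 min.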
BAZ2B inh = blocks human BAZ2B | AlphaScreen BAZ2B-H3K14Ac peptide displacement | Potency, µM (series often up to 114 µM), for the others: top-dose activity change, negative = inhibition, hits mostly inhibitors | hit rate 4.4% among 360,000 | AID 504333; further: potency means the concentration at half of the fitted maximal effect; on the % scale 0 is the no-effect control and ±100 the full control effect; nearly all actives have a fitted effect of over 60% in size
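Protein-peptide AlphaScreen: BAZ2B 50 nM, b-H3K14Ac 50 nM, 1x PBS pH 7.4 + 0.01% Tween-20. Preincubation 30 min RT; cpd 30 min RT (top 110 uM); beads 20 min RT, light-protected.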
JMJD2A Tudor inh = blocks the human JMJD2A Tudor domain; AlphaScreen JMJD2A-Tudor / H3K4me3 peptide binding; Potency, µM (doses to about 114 µM), inactives show at the highest dose activity change, negative = inhibition, usual class: inhibitors; hit rate 4.4% among 390,000; AID 504339; further: potency means the concentration at half of the fitted maximal effect; on the % scale 0 is the no-effect control and ±100 the full control effect; nearly all actives have a fitted effect of over 50% in size
HP1b chromo inh = blocks HP1-beta chromodomain binding to methylated histone tails | P83916 | AlphaScreen HP1-beta / biotin-H3K9me3 peptide binding | Potency, µM (highest dose often 114 µM), for the others: top-dose activity change, negative = inhibition, hits mostly inhibitors | hit rate 0.56% among 390,000; further: potency means the concentration at half of the fitted maximal effect; nearly all actives have a fitted effect of over 70% in size; inactives centre near 23
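HP1-beta protein (50 nM final) preincubated 30 min at room temperature with biotinylated H3(1-18)K9me3 peptide (50 nM) in PBS pH 7.4, 0.01% Tween-20, then compound added for 30 min. AlphaScreen streptavidin donor/nickel chelate acceptor beads (10 ug/mL final), 30 min dark, luminescence read.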
PGK inhibitor = T. brucei PGK inhibition; PGK/GAPDH coupled, Kinase-Glo luminescence, 60 min; AID 602233; hit rate 0.043% among 380,000; Potency, µM (doses to about 57.5 µM), inactives show top-dose activity change, negative = inhibition, most hits filed as inhibitors; further: potency means the concentration at half of the fitted maximal effect; on the % scale 0 is the no-effect control and ±100 the full control effect; nearly all actives have a fitted effect of over 60% in size
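Luminescent ATP detection (Kinase-Glo Plus) follows a 60-minute room-temperature incubation, with wells lacking PGK as controls. Buffer: 100 mM TEA (pH 7.6), 5 mM MgCl2, 0.01% Tween-20. Coupling enzyme GAPDH (100 nM final) supplies unstable 1,3-BPG in-well.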
G9a block = inhibitors of human histone lysine methyltransferase G9a; Q96KQ7; hit rate 8.8% among 350,000; G9a H3K9 monomethylation, AlphaScreen, 2 h; Potency, µM (highest dose often 102 µM), inactives show top-dose activity, negative = inhibition, most hits filed as inhibitors; further: potency means the concentration at half of the fitted maximal effect; on the % scale 0 is the no-effect control and ±100 the full control effect; nearly all actives have a fitted effect of over 75% in size
Target sequence (Q96KQ7 913-1193 limits assumed): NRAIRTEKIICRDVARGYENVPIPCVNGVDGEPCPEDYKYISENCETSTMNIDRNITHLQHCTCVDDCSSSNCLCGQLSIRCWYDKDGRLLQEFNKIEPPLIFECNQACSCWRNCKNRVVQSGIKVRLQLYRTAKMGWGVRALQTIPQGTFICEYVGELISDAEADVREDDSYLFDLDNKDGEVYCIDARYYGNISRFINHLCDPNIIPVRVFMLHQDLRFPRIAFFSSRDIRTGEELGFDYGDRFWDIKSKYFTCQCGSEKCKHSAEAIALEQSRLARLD
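G9a (20 nM) preincubated 15 min RT with compounds, then 500 nM biotinylated H3K9 peptide and 20 uM SAM added; 2 h RT reaction. Monomethyl-H3K9 product detected by AlphaScreen with anti-H3K9me1 antibody, streptavidin donor and anti-rabbit IgG acceptor beads.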
PI4K2A inh = blocks human PI4K2A kinase activity; Q9BTU6; purified PI4K2A, ADP-Glo luminescence, 1 h; hits give low values; activity change, negative = inhibition, % at 76.9 µM; hit rate 0.13% among 420,000; AID 1346378; in the data active means activity change below about -50%; inconclusive means mostly about -30% to -49%;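 further: -100% = wells without enzyme as full effect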
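Compounds are screened against recombinant PI4K2A using PI as substrate and ATP, the latter dispensed at 300 microM. Reactions run one hour at ambient temperature before ADP-Glo detection; full inhibition defined by wells lacking enzyme.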
GLS inh = inhibitors of human glutaminase (GLS). Potency, µM (doses to about 45.5 µM), for the others: at the highest dose activity change, negative = inhibition, most hits filed as inhibitors. O94925. GLS enzymatic activity, qHTS titration. hit rate 0.21% among 410,000; further: potency means the concentration at half of the fitted maximal effect; on the % scale 0 is the no-effect control and ±100 the full control effect
Target sequence (O94925 whole entry, looked up): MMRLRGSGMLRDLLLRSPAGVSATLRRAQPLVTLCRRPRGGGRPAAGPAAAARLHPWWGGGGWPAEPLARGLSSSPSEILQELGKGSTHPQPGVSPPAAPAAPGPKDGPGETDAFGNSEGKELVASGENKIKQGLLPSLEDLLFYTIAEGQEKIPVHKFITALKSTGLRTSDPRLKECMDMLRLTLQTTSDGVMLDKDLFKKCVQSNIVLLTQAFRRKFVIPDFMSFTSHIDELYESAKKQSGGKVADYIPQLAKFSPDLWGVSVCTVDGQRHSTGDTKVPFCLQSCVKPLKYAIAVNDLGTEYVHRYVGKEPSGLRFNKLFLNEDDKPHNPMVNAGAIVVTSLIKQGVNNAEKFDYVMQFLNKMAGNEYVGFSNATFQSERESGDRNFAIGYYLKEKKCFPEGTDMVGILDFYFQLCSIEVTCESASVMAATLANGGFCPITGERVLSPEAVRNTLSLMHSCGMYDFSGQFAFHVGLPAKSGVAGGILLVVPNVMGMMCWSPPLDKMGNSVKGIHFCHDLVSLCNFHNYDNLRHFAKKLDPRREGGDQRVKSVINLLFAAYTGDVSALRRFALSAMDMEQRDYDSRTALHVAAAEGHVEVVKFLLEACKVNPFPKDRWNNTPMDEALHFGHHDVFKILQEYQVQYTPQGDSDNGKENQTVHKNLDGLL
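Two-point fluorescence kinetic (t0, 30 min RT) for hKGA; glutamate detected via glutamate oxidase–HRP–Amplex Red. Substrate: 1 mM L-glutamine solution; buffer 45 mM KH2PO4, pH 8.2.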
Pin1 inh = blocks the human prolyl isomerase Pin1; hit rate 0.009% among 390,000; Q13526; Pin1 FP peptide displacement, HiFluor488, 10 min; Potency, µM (series often up to 115 µM), without a hit: at the top dose activity, negative = inhibition, actives largely listed as inhibitors; AID 504891; active means well fitted inhibition curve with a large enough effect in the polarisation, with a control signal flat, not every such curve was filed as active; inconclusive means small, poorly fitted or top-dose-only effect, or effect the other way, or a change in a side signal; inactive means no such curve, though single readings can be large or run the other way; the % refers to the polarisation; further: potency means the concentration at half of the fitted maximal effect; on the % scale 0 is the no-effect control and ±100 the full control effect
Target sequence (Q13526 whole entry, looked up): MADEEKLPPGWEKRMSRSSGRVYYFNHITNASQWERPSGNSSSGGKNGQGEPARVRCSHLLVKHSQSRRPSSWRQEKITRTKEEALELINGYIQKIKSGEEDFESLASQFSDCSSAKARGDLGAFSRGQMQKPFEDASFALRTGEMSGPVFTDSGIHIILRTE
An asterisk follows results filed as active; i = inactive; ? = inconclusive; . = no result given; & = joins results of further samples; [ ] = another dose, or the depositor's remark. Unless noted, the call rests on the fitted dose curve; in most records, active means well fitted curve in the direction sought with a large enough effect; inconclusive means small, poorly fitted or top-dose-only effect, or another doubt; inactive means no such curve, though single readings can be large; an effect the other way counts as inactive or inconclusive. An excerpt (hit frequency here may not be typical).

[1] COc1cccc(NC(=O)Cc2nnc(SCC(=O)c3ccccc3)n2C)c1
[2] O=C(NCc1cccc(C(F)(F)F)c1)C1CC(c2ccccc2C(F)(F)F)=NO1 (stereo not drawn)
[3] CCOc1ccc(Cl)cc1S(=O)(=O)NCc1cccnc1
[4] CC1Oc2cc3oc4c(O)c(O)ccc4c(=O)c3c(O)c2C1(C)C (stereo not drawn)
[5] CCCc1ccc(NC(=O)C2CCCN(c3cnccn3)C2)cc1 (stereo not drawn)
[6] COc1ccc(C(NC(=O)CN2C(=O)NC3(CCc4ccccc43)C2=O)c2ccc(OC)cc2)cc1 (stereo not drawn)
[7] CCOC(=O)c1ccc(NC(=O)c2nn(C)cc2Br)cc1
[8] O=C(Nc1nc(=O)n(C(=O)c2cccc(C(F)(F)F)c2)s1)c1ccccc1

compound no. | 1 | 2 | 3 | 4 | 5 | 6 | 7 | 8
Pol eta inh | -13% | -23% | 0% | -6% | -15%&-25% | -16% | 4% | -16%
BAZ2B inh | 11% | 16% | -3% | . | -21% | 1% | . | ?
JMJD2A Tudor inh | -12% | -4% | -24% | ? | 6%&-10% | -28% | -1% | -17%
HP1b chromo inh | 24% | 40%[activator] | 5% | -4% | 31%&21% | 0% | 41% | 77%[activator]
PGK inhibitor | -3% | -5% | -12% | i | 9%&-5% | i | -4% | 6%
G9a block | 0.35µM* | 2%[59 µM] | 2% | . | -22%[59 µM] | 50µM* | 0%[59 µM] | ?
PI4K2A inh | -4 | -1 | 5 | -4 | -2&3 | 0 | -5 | -3
GLS inh | -1% | 0% | -1% | -1% | 5%&-1% | -2% | 6% | 0%
Pin1 inh | -2% | ? | -1% | ? | 5%&-3% | 9% | 0% | -8%

[9] COc1ccc(/C=C2\SC(=S)N(CC(=O)OCC(=O)Nc3ccc(C)cc3Cl)C2=O)cc1
[10] Cc1ccc2cc3cc(C(=O)N4CCN(c5cccc(C(F)(F)F)c5)CC4)sc3nc2c1
[11] Cc1ccc(CN(Cc2cc3cccc(C)c3[nH]c2=O)C(=S)NCCCN(C)C)cc1
[12] Cc1ccc(NC(=O)C2COc3ccccc3O2)cc1C (stereo not drawn)
[13] CC/C(=N\n1nnnc1Nc1ccccc1)c1ccccc1
[14] CCC(=O)Nc1cc(C(=O)OC(C(=O)c2ccc(C)c(C)c2)c2ccccc2)ccc1C (stereo not drawn)
[15] CCCN(CCC)CCCNC(=O)Cn1ncc2c3ccccc3n(Cc3ccccc3F)c2c1=O
[16] O=C(O)c1cccc(NC(=S)NC(NC(=O)c2cccc([N+](=O)[O-])c2)C(Cl)(Cl)Cl)c1 (stereo not drawn)

compound no. | 9 | 10 | 11 | 12 | 13 | 14 | 15 | 16
Pol eta inh | -4% | -9% | 6% | -13% | 1% | -6% | -17% | 56µM*
BAZ2B inh | -26% | 5% | ? | -2% | 4% | 3% | -14% | -38%
JMJD2A Tudor inh | ? | -5% | -32% | 11% | 12% | 0%[57.1 µM] | -14% | -22%
HP1b chromo inh | 5% | 24% | -7% | 44%[activator] | 18% | 20% | 38% | 7%
PGK inhibitor | 0% | 7% | 4% | i | -2% | i | -8% | -29%
G9a block | 14µM* | 13%[59 µM] | -27% | . | 17%[59 µM] | 2%[59 µM] | -2%[59 µM] | 50µM*
PI4K2A inh | -2 | -3 | 0 | -2 | -2 | 0 | 2 | 0
GLS inh | 6% | 0% | 0% | 5% | 16% | 2% | 2% | 8%
Pin1 inh | 30% | -4% | -2% | -5% | 8% | 21% | 3% | ?

[17] C=CCN1C(=O)NC2(O)C(=O)c3ccccc3C12O (stereo not drawn)
[18] CCCOc1ccc2c3c(c(=O)oc2c1OCCC)CCCC3
[19] Cc1ccnc(NS(=O)(=O)c2ccc(NC(=O)CCS(=O)(=O)c3ccccc3)cc2)n1
[20] CCOc1ccccc1CNC(=O)c1ccc(N2Cc3ccccc3Oc3ncccc32)s1
[21] CCOc1cc(-n2ncc(C#N)c2N)nc(SC)n1
[22] Cc1ccc(S(=O)(=O)N(C)C)cc1NC(=O)c1cc(S(=O)(=O)N2CCCCC2)ccc1N1CCOCC1
[23] CC(=C/c1ccco1)/C=N/NC(=O)Cc1cccn1C
[24] Cn1c2ccccc2c(=O)c2ccc(C#Cc3ccccn3)cc21

compound no. | 17 | 18 | 19 | 20 | 21 | 22 | 23 | 24
Pol eta inh | -7% | -29% | -19% | -14% | -13% | -10% | ? | 28µM*
BAZ2B inh | 16% | 45%[activator] | -21% | -3% | 1% | 9% | 45µM* | ?
JMJD2A Tudor inh | -12% | 159%[activator] | -5% | 2% | 5% | -10% | -15%[57.1 µM] | ?
HP1b chromo inh | 31% | 128%[activator] | 48%[activator] | 37% | 42%[activator] | 14% | -4% | 23%
PGK inhibitor | -3% | 2% | . | 3% | 5% | 7% | -3% | 2%
G9a block | 17%[59 µM] | 159%[activator] | -2% | 9%[59 µM] | 13%[59 µM] | ? | ? | .
PI4K2A inh | 1 | -4 | 0 | 0 | -2 | -1 | -22 | -2
GLS inh | -6% | -2% | -6% | -6% | . | 8% | -6% | -9%
Pin1 inh | 6% | 3% | 4% | ? | 18% | 2% | 4% | 52%[activator]

Whole records as entered above.
Cc1ccnc(NS(=O)(=O)c2ccc(NC(=O)CCS(=O)(=O)c3ccccc3)cc2)n1 in the list: Pol eta inh: -19%; BAZ2B inh: -21%; JMJD2A Tudor inh: -5%; HP1b chromo inh: 48%[activator]; PGK inhibitor: .; G9a block: -2%; PI4K2A inh: 0; GLS inh: -6%; Pin1 inh: 4%
CCOc1ccc(Cl)cc1S(=O)(=O)NCc1cccnc1 in the list: Pol eta inh: 0%; BAZ2B inh: -3%; JMJD2A Tudor inh: -24%; HP1b chromo inh: 5%; PGK inhibitor: -12%; G9a block: 2%; PI4K2A inh: 5; GLS inh: -1%; Pin1 inh: -1%

Additional records
[25] CCOC(=O)c1ccc(N2C(=O)C(O)=C(C(C)=O)C2c2ccccn2)cc1 (stereo not drawn)
[26] COc1ccc(N(C(=O)/C=C/c2ccc(OC)c(OC)c2)C2=CC3CCC(C2)N3C)cc1 (stereo not drawn)
[27] S=c1[nH]nc(-c2ccccn2)n1/N=C/c1cccc2ccccc12
[28] COc1ccc(C2=CSC3=NCCN23)cc1
[29] CC(C)c1ccc(C(=O)Nc2cccnc2)cc1
[30] Cn1c(=O)[nH]c(=O)c2c1nc(N1CCCCC1)n2CCSc1nc2ccccc2o1
[31] CCOC(=O)C1=C(C)N(CC(C)C)C(=O)C1
[32] Cc1ccccc1OCC(=O)Nc1ccc2oc(-c3ccc(F)cc3)nc2c1

compound no. | 25 | 26 | 27 | 28 | 29 | 30 | 31 | 32
Pol eta inh | 10% | -14% | -15% | 2% | -6% | -1% | -15% | -2%
BAZ2B inh | ? | -10% | 28µM* | 10% | -7% | 3% | -3% | -6%
JMJD2A Tudor inh | -28% | -21% | 5.6µM* | -9% | -4% | -17% | 4% | -12%
HP1b chromo inh | 46%[activator] | 9% | ? | 49%[activator] | 26% | 15% | 21% | 21%
PGK inhibitor | -5% | i | 8% | 7% | 10% | -10% | -12% | 8%
G9a block | ? | ? | 0.4µM* | 11%[2.33 µM] | ? | -18% | 6% | -47%[59 µM]
PI4K2A inh | 1 | -3 | -7 | 0 | 0 | 2 | 5 | -2
GLS inh | -13% | 10% | ? | 41%[activator] | 13% | -4% | 0% | 2%
Pin1 inh | -6% | -5% | ? | 2% | 2% | 2% | 3% | 9%

[33] COc1ccc(OCC(=O)NNC(=O)c2c(-c3ccccc3Cl)noc2C)cc1
[34] Cc1ccc(C)c(Nc2nnc(-n3nc(C)cc3C)c3ccccc23)c1
[35] Cc1ccc(SCCCCN2C(=O)NC(C)(C)C2=O)cc1
[36] CCn1nc(C)c(NC(=O)CSc2nnc(-c3ccco3)n2C)c1C
[37] CCOc1ccc(N(CC(=O)NCc2ccc(F)cc2)C(=O)c2snc(C(N)=O)c2N)cc1
[38] O=C(NCc1ccc(F)cc1)C(=O)NCC(c1ccc2c(c1)OCO2)N1CCOCC1 (stereo not drawn)
[39] C[C@H]1CN([C@@H](C)CO)C(=O)c2c(c3ccccc3n2C)-c2ccccc2CO[C@H]1CN(C)Cc1cccc(F)c1
[40] CCCCn1c(SCc2nnc(-c3ccccc3)o2)nc2c1c(=O)n(C)c(=O)n2C
[41] CC(=O)c1ccccc1OCCOc1ccccc1C(C)=O

compound no. | 33 | 34 | 35 | 36 | 37 | 38 | 39 | 40 | 41
Pol eta inh | -1% | -6% | -10% | 4% | -21% | 13% | -14% | -9% | 8%
BAZ2B inh | -2% | -3% | -2% | 1% | 2% | 1% | . | 3% | 2%
JMJD2A Tudor inh | -6% | -3% | 1% | -9% | 10% | -10% | . | -11% | -13%
HP1b chromo inh | 42%[activator] | 12% | 28% | 12% | 15% | 26%[57 µM] | . | 7% | 35%
PGK inhibitor | 4% | 2% | 3% | -9% | 2% | 5% | 14% | -1% | -6%
G9a block | 8% | -5%[59 µM] | 34%[12.7 µM] | -34%[59 µM] | 20% | -1%[59 µM] | . | 2% | 19%
PI4K2A inh | -1 | -1 | 0 | -1 | 4 | -2 | -4 | 7 | -1
GLS inh | 28% | 9% | 1% | 4% | 0% | -2% | -4% | 2% | 13%
Pin1 inh | 7% | 3% | -7% | -2% | -1% | -2% | . | -3% | -2%

Gathered by group: the compounds so far with a furan ring, fused or not (two)
[23] CC(=C/c1ccco1)/C=N/NC(=O)Cc1cccn1C
[36] CCn1nc(C)c(NC(=O)CSc2nnc(-c3ccco3)n2C)c1C

compound no. | 23 | 36
Pol eta inh | ? | 4%
BAZ2B inh | 45µM* | 1%
JMJD2A Tudor inh | -15%[57.1 µM] | -9%
HP1b chromo inh | -4% | 12%
PGK inhibitor | -3% | -9%
G9a block | ? | -34%[59 µM]
PI4K2A inh | -22 | -1
GLS inh | -6% | 4%
Pin1 inh | 4% | -2%
